Tau ThT inhib – inhibitors of human tau fibril formation, thioflavin T binding; AID 1460; P10636; Potency, µM (highest dose often 57.4 µM), for the others: at the highest dose activity, negative = inhibition, hits mostly inhibitors; recombinant tau K18 P301L, heparin-induced fibrillization, ThT fluorescence; hit rate 2.1% among 270,000; further: on the % scale 0 is the no-effect control and ±100 the full control effect; nearly all actives have a fitted effect of over 55% in size
Target sequence (P10636 561-689 P618L limits assumed): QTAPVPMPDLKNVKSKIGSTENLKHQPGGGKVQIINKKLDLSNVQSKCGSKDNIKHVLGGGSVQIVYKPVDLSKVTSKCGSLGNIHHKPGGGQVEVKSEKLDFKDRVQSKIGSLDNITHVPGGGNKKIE
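Using a mix of unlabeled (15 uM) and Alexa 594-labeled (0.24 uM) tau K18 P301L, heparin-triggered fibrillization over 6 hr at 37 C was scored by ThT fluorescence.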
GAA spleen mod – inhibits or activates alpha-glucosidase in human spleen homogenate; Potency, µM (titrated, usually from 79.9 µM), inactives show at the highest dose activity change, negative = inhibition, usual class: inhibitors; human spleen homogenate, 4-MU-alpha-glucoside fluorescence; hit rate 0.006% among 240,000; P10253;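 further: 0% = enzyme with vehicle and -100% = no enzyme basal signal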
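Compounds were titrated against alpha-glucosidase in spleen homogenate at pH 5.0, with 1 mM 4-methylumbelliferyl substrate for 40 min at 37 C. Reactions were quenched with pH 10 NaOH/glycine and fluorescence measured.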
Tau FP inhib – tau fibrillization inhibition (FP). K18 P301L tau heparin fibrillization, Alexa594 FP, 6 h. hit rate 0.39% among 280,000. Potency, µM (titrated, usually from 57.7 µM), for inactives: at the top dose activity, negative = inhibition, usual class: inhibitors; further: on the % scale 0 is the no-effect control and ±100 the full control effect; nearly all actives have a fitted effect of over 55% in size
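Quantitative HTS format: compounds meet 15 uM recombinant K18 P301L tau and Alexa 594-tau tracer in 100 mM sodium acetate pH 7; 20 uM heparin triggers fibrillization at 37 C over 6 hr; FP gives the signal.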
GAA inhib – inhibitors of human lysosomal alpha-glucosidase. P10253. purified human GAA, 4-MU-alpha-glucoside fluorescence. Potency, µM (titrated, usually from 76.9 µM), for the others: at the highest dose activity change, negative = inhibition, usual class: inhibitors. hit rate 0.005% among 200,000. AID 1466;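 further: plate controls were uninhibited enzyme wells for no effect and no-enzyme background for full effect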
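Read-out is 4-methylumbelliferone fluorescence (Ex 365/Em 440 nm) after NaOH/glycine stop at pH 10. Enzyme 4 nM, substrate 400 uM, pH 5.0 citrate buffer, 20 min room temperature; AC50 from Hill-equation concentration-response.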
GAA glycogen mod – inhibitors or activators of human alpha-glucosidase glycogen cleavage; Potency, µM (top dose mostly 76.4 µM), without a hit: at the top dose activity change, negative = inhibition, most hits filed as inhibitors; P10253; hit rate 0.38% among 300,000; AID 2100; recombinant GAA, glycogen substrate, Amplex Red glucose oxidase fluorescence;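 further: 0% = full enzyme reaction and -100% = no-enzyme basal signal; the screen sought inhibitors and activators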
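qHTS, 1536-well; enzyme 4 nM final; cpd up to 77 uM; substrate bovine liver glycogen 30 ug; 50 mM citrate/phosphate pH 5.0, 0.01% Tween-20; 37 C, 40 min; Amplex Red detection 45 min RT; Hill fit → AC50.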
Tau fluor cs – counter-screen for tau fibril formation inhibitors; AID 1463; hit rate 0.93% among 280,000; tau K18 P301L (four-repeat tau fragment) Alexa594 fluorescence, heparin fibrillization; Potency, µM (doses to about 57.7 µM), without a hit: at the top dose activity change, negative = decrease; further: on the % scale 0 is the no-effect control and ±100 the full control effect; nearly all actives have a fitted effect of over 55% in size
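Human K18 P301L tau (15 uM unlabeled plus 0.24 uM Alexa 594-labeled, final) in 100 mM sodium acetate pH 7 was mixed with compound and 20 uM heparin and incubated 6 hr at 37 C.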
HTT ATP protect – Huntington cell model cytoprotection by ATP luminescence. PC12 HTT-Q103 induced, cytoprotection, ATP luminescence, 40 h. Potency, µM (titrated, usually from 56.4 µM), inactives show cytoprotection (ATP increase), usual class: activators. hit rate 0.14% among 230,000. AID 1471;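 further: % of control where 0% means no effect; nearly all actives have a fitted effect of over 45% in size; toxic huntingtin expression switched on by the ecdysone agonist tebufenozide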
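Rat PC12, Q103 Htt exon1-GFP fusion, ecdysone promoter; tebufenozide inducer 100 nM final; compound titration; qHTS, 1500 cells/well; ATPlite luminescent read.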
GLA spleen mod – inhibitors or activators of human alpha-galactosidase in spleen homogenate; human spleen homogenate, 4MU-alpha-Gal fluorescence, 40 min; Potency, µM (series often up to 80 µM), inactives show top-dose activity change, negative = inhibition, usual class: inhibitors; hit rate 0.008% among 240,000; AID 2107;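 further: 0% = enzyme with vehicle and -100% = no enzyme basal signal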
Target sequence (P06280 32-429 limits assumed): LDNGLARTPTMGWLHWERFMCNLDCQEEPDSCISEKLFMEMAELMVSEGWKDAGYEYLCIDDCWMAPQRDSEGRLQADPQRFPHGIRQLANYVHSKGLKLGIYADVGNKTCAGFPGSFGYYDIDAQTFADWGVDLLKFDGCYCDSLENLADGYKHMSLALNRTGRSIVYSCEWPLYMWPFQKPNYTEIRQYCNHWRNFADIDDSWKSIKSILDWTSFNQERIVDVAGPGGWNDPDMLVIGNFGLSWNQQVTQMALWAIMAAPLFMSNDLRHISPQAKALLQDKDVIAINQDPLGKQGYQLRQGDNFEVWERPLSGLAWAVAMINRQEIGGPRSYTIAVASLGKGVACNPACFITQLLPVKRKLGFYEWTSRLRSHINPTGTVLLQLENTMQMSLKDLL
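qHTS titration in buffer at pH 5.0. Alpha-galactosidase activity in spleen homogenate was measured via 4-methylumbelliferone release from 1 mM fluorogenic substrate after 40 min at 37C and a pH 10 stop. AC50 came from Hill fits of control-normalized data.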
Starred values were filed as active, the others as inactive; ? = inconclusive; · = no result given; & = joins results of further samples; [ ] = another dose, or the depositor's remark. The call rests on the fitted dose curve; in most records, active means well fitted curve in the direction sought with a large enough effect; inconclusive means small, poorly fitted or top-dose-only effect, or another doubt; inactive means no such curve, though single readings can be large; an effect the other way counts as inactive or inconclusive. Potency means the concentration at half of the fitted maximal effect.

No.	Molecule	GAA glycogen mod	Tau FP inhib	GLA spleen mod	Tau ThT inhib	GAA inhib	HTT ATP protect	GAA spleen mod	Tau fluor cs
1	CCOc1c(Cl)cc(CNCCc2c[nH]c3ccccc23)cc1OC	8%	16%	1%	-15%	-14%	-4%[10 µM]	9%	?
2	O=c1c2ccccc2nc(-c2ccccc2)n1-c1nccs1	-6%	-3%	3%	2%	0%	-17%[10 µM]	-2%	2%
3	c1cncc(C2CCCCN2Cc2ccc3c(c2)OCO3)c1 (centres undefined)	-4%	1%	7%	-5%	3%[15.4 µM]	7%	8%	-1%
4	O=C(CSc1nc(-c2ccc(Cl)cc2)[nH]c(=O)n1)Nc1cccc(Cl)c1	·	?	0%	·	·	-19%[10 µM]	-2%	-34%
5	CCOc1cc(CNCCc2c[nH]c3ccccc23)cc(Cl)c1OC	2%	13%	-2%	-12%	9%	15%[10 µM]	-3%	?
6	CC(=O)OC1C2CCC3C1(CC(O)[C@@]1(O)[C@@H](CC(O)C1(C)C)[C@]3(C)O)C[C@@]2(C)O (some centres undefined)	·	1%	1%	2%	·	-2%	9%	3%
7	C=CCN1CCC23c4c5ccc(O)c4O[C@H]2C(=O)CC[C@@]3(O)C1C5 (some centres undefined)	·	?	0%&18%	-3%&1%	·	-44%	-9%&4%	0%&-6%
8	Cc1ccc(-c2nnc(Nc3ccc(Br)cc3)c3ccccc23)cc1S(=O)(=O)NCc1nc2ccccc2[nH]1	-2%[76.3 µM]	?	·	11%	·	·	·	?
9	Cc1nn(Cc2ccccc2)c(Cl)c1C(=O)OC(C)C(=O)Nc1ccc(F)cc1Cl (centres undefined)	7%	3%	-2%	13%	0%	-5%[1.9 µM]	-3%	3%
10	CCN(CC)C(=O)C(C(=O)c1cccc([N+](=O)[O-])c1)n1cc(Cl)ccc1=O (centres undefined)	-3%	-2%	8%	0%	?	16%[10 µM]	2%	0%
11	COc1cc(C(CN)CC(=O)O)ccc1O (centres undefined)	?	1%	-5%	-4%	2%	-9%[10 µM]	1%	-8%
12	O=C1NC(=O)N(c2ccccc2)C(=O)/C1=C/c1ccc(Sc2ccccc2)o1	0%	-6%	2%	?	6%[15.4 µM]	-22%	3%	-9%
13	N#CC1(c2ccccc2)CCN(C2CC(=O)N(c3ccc4c(c3)OCO4)C2=O)CC1 (centres undefined)	14%	4%	-3%	1%	?	-15%	2%	5%
14	O=C(Nc1ccc2ccccc2c1)N1C[C@H]2C[C@@H](C1)c1cccc(=O)n1C2	-9%	·	-8%	·	·	10%[10 µM]	2%	·
15	Cc1ccc(NC(=O)Cn2cc(C(=O)c3ccccc3)c3ccccc32)c(C)c1	6%[76.3 µM]	0%	·	-4%	·	·	·	-4%
16	CCNC(=O)O/N=C(\C)c1sc(-c2ccc(Cl)cc2)nc1C	6%	6%	-5%	?	-11%	-62%[inhibitor]	-15%	-8%

Three entries from above, sorted by molar mass, high to low.
No.	Molecule	GAA glycogen mod	Tau FP inhib	GLA spleen mod	Tau ThT inhib	GAA inhib	HTT ATP protect	GAA spleen mod	Tau fluor cs
9	Cc1nn(Cc2ccccc2)c(Cl)c1C(=O)OC(C)C(=O)Nc1ccc(F)cc1Cl (centres undefined)	7%	3%	-2%	13%	0%	-5%[1.9 µM]	-3%	3%
10	CCN(CC)C(=O)C(C(=O)c1cccc([N+](=O)[O-])c1)n1cc(Cl)ccc1=O (centres undefined)	-3%	-2%	8%	0%	?	16%[10 µM]	2%	0%
12	O=C1NC(=O)N(c2ccccc2)C(=O)/C1=C/c1ccc(Sc2ccccc2)o1	0%	-6%	2%	?	6%[15.4 µM]	-22%	3%	-9%

Later entries:
No.	Molecule	GAA glycogen mod	Tau FP inhib	GLA spleen mod	Tau ThT inhib	GAA inhib	HTT ATP protect	GAA spleen mod	Tau fluor cs
17	O=C(O)c1cn(Cc2ccccc2)nc1-c1ccccc1	-4%	6%	6%	7%	5%	-9%	8%	7%
18	Cc1cc(C(=O)Nc2ccc3c(c2)OCCO3)nn1C(C)(C)C	15%	8%	15%	?	·	21%[10 µM]	11%	-22%
19	CC1=[N+]([O-])C2(N)CCc3nonc3C2(O)C1 (centres undefined)	5%	2%	0%	-6%	-3%	-8%	-6%	0%
20	CCCNc1nc(OC)nc(N2CC3CC(C2)c2cccc(=O)n2C3)n1 (centres undefined)	5%	0%	-2%	1%	-5%	3%	·	2%
21	O=C(c1ccccc1)C1NC1c1ccccc1 (centres undefined)	-8%	-4%	-3%	-15%	-12%	8%[10 µM]	8%	-9%
22	CCNCC1(c2ccc(OC)c(OC)c2)CCCC1	-2%	-3%	-6%	0%	?	-9%[10 µM]	-8%	2%
23	Cn1c(=O)n(C)c2cc(N3CCCC3)c(NC(=O)Nc3ccccc3)cc21	?	?	·	?	·	·	·	-27%
24	COc1ccc(C2=NOC(COC(=O)c3ccc4ccccc4n3)C2)cc1 (centres undefined)	0%	3%	-6%	?	-3%	·	-3%	-22%
25	CCc1ccc(N2C(=O)NC(=O)/C(=C/c3cccn3CCOc3ccc(C)cc3)C2=O)cc1	10%	-10%	5%	?	-2%	24%[1.9 µM]	-1%	-14%
26	CC(C(N)=O)N1CC(c2ccccc2)CC1=O (centres undefined)	2%	-4%	-3%	-10%	2%	-9%	0%	1%
27	O=C(NC1CONC1=O)OCC(Cl)(Cl)Cl (centres undefined)	-13%	3%	0%	-9%	-8%	·	6%	0%
28	Cc1cc(OC(=O)N(C)C)n(-c2ccccc2)n1	-6%	2%	6%	-6%	0%	8%[10 µM]	-24%	-3%
29	COc1cc(CN2CCCC(C(=O)c3sccc3C)C2)cc(Cl)c1O (centres undefined)	-13%	10%	4%	-11%	14%	19%[10 µM]	-2%	-16%
30	CC(=O)N1CCC(N2CCCC(C(=O)c3cccc(Cl)c3)C2)CC1 (centres undefined)	-8%	6%	-1%	-4%	4%	-4%[10 µM]	-4%	5%
31	O=C(c1cc2ccccn2n1)N1CCC2(CC1)OCCO2	5%	7%	3%	-3%	-4%	-1%	-2%	-2%
32	Cc1nn(Cc2ccccc2)c(Cl)c1C(=O)NC1CCCc2ccccc21 (centres undefined)	-8%	-7%	8%	4%	-4%	-15%[10 µM]	7%	1%
33	CC1(C)N([O-])[N+](=O)C1(C)Br (centres undefined)	·	2%	19%	-3%	·	-29%	15%	-10%
34	CCOC(=O)c1c(C)n(C(C)C)c2ccc(OC)cc12	6%	1%[0.0958 µM]	7%	·	·	-8%[10 µM]	5%	7%[0.0958 µM]
35	CCOP(=S)(OCC)N1CCOCCOCCN(P(=S)(OCC)OCC)CCOCCOCC1	-14%	8%	5%	-13%	?	-32%[10 µM]	-4%	-4%
36	Nc1c(C(=O)NC2CCCC2)c2nc3ccccc3nc2n1CC1CCCO1 (centres undefined)	-7%	-9%	?	-16%	-16%	-11%	?	-19%
37	C[n+]1c(-c2ccccc2)cc(-c2ccc(O)cc2)cc1-c1ccccc1	5%	-5%	-5%	-2%	1%	-31%[inhibitor]	-6%	-2%
38	CC(=O)N1N=C2C3CCN(CC3)C2C1c1ccc(F)cc1 (centres undefined)	8%	5%	4%	6%	9%	·	6%	6%
39	COc1ccccc1-n1c(O)c(C=NCCN2CCNCC2)c(=O)[nH]c1=O	5%	1%	4%	?	-6%	-8%	-11%	-5%
40	O=C(O)C(O)(c1ccccc1)C1CCCC1 (centres undefined)	-12%	7%	12%	0%	-6%	-5%[0.074 µM]	-2%	1%

Just HTT ATP protect, for 2 of the compounds above:
#	mol	HTT ATP protect
17	O=C(O)c1cn(Cc2ccccc2)nc1-c1ccccc1	-9%
18	Cc1cc(C(=O)Nc2ccc3c(c2)OCCO3)nn1C(C)(C)C	21%[10 µM]

The list goes on:
No.	Molecule	GAA glycogen mod	Tau FP inhib	GLA spleen mod	Tau ThT inhib	GAA inhib	HTT ATP protect	GAA spleen mod	Tau fluor cs
41	C=C1C[C@@H]2[C@H](CC[C@]3(C)C(=O)CC[C@@H]23)[C@@]2(C)C=CC(=O)C=C12	-1%	1%	6%	-11%	-2%[15.4 µM]	·	-1%	-5%
42	O=C(Cc1ccccc1)OCCN1CCOCC1	3%	9%	2%	2%	-3%	7%[10 µM]	6%	8%
43	O=C1/C(=C/c2ccccc2Cl)N2CCC1CC2	-12%	-2%	-5%	·	·	12%[10 µM]	5%	-23%
44	CC(=O)Cc1c[nH]c2ccccc12	2%	-1%	2%	-9%	·	-2%[10 µM]	1%	-7%
45	O=c1cccc2n1CC1CC2CN2CCCC[C@H]12 (some centres undefined)	·	-15%	13%	-11%	·	?	-8%	-17%
46	Cc1n[nH]c(C)c1CCN	5%	-4%	-10%	-3%	-1%	-17%	1%	-3%
47	N#Cc1c(N2CCNCC2)nc(-c2ccco2)c2c1CCCC2	-6%	0%	3%	-1%	·	19%[10 µM]	-1%	-7%
48	COc1ccc(N2C(=O)NC(=O)/C(=C\c3ccc([N+](=O)[O-])s3)C2=O)cc1	-2%	?	-5%	14µM*	-3%	-29%	-1%	?

Pulled by compound from the entries so far, 2 records:
No.	Molecule	GAA glycogen mod	Tau FP inhib	GLA spleen mod	Tau ThT inhib	GAA inhib	HTT ATP protect	GAA spleen mod	Tau fluor cs
31	O=C(c1cc2ccccn2n1)N1CCC2(CC1)OCCO2	5%	7%	3%	-3%	-4%	-1%	-2%	-2%
30	CC(=O)N1CCC(N2CCCC(C(=O)c3cccc(Cl)c3)C2)CC1 (centres undefined)	-8%	6%	-1%	-4%	4%	-4%[10 µM]	-4%	5%

Bioassay records deposited in PubChem BioAssay by National Center for Advancing Translational Sciences (NCATS).

Only part of the results is shown, so the mix of outcomes need not match the whole.
